Source: PubChem (Broad Institute)
Cneo AK release: Cryptococcus neoformans lysis via adenylate kinase release; lysis activity, % at 15 µM; C. neoformans lysis, adenylate kinase release luminescence, 4 h; normalised: neutral wells 0, clomiphene wells 100; 360,000 compounds, 0.2% hits;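 active means mean lysis activity across replicates of at least 80%, whatever share of replicates individually reach that level; inactive means mean lysis activity below 80%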
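Assay system: log-phase C. neoformans yeast / Quantity: yeast cell density of 5 × 10^6 cells/mL / Medium: fresh YPD growth medium / Compound: single dose / Timing: static 4 h at 37 °C with compound, 1 h detection / Measured by: adenylate kinase release luminescence / Read-out: lysis from increased AK signal / Benchmarks: Clomiphene as positive lysis control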
Statin myotox sup: protects C2C12 myotubes from simvastatin toxicity; ATP luminescence, 48 h; scaled: DMSO 0, geranylgeraniol control 100; rescue of ATP level, % at 7.49 µM; 330,000 compounds, 0.78% hits; AID 602340;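 active means mean ATP rescue above about 67%, or every replicate alone reaching that limit, limit read from the data, passing the limit was not always enough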;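 further: myotubes were challenged with 10 µM simvastatin during compound exposure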
PGC1a acetyl inh: lowers PGC1a acetylation signal in U2OS cells; inhibition, % at 15.6 µM; AlphaScreen anti-acetyl-lysine; with virally co-expressed GCN5 acetyltransferase; 350,000 compounds, 0.17% hits;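 active means every replicate shows inhibition of at least 40%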;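 further: 0% = neutral control wells and 100% = positive control wells; some results beyond the cut were filed as inactive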
* marks the source's active call; other numbers are inactive results.

Compound | Cneo AK release | Statin myotox sup | PGC1a acetyl inh
O=C(NC1CC1)c1cccc(Nc2ccc(-c3ccc4c(c3)OCCO4)nn2)c1 | -5 | 21 | -14
CCCc1nnc(SCC(=O)N2C(C)CCCC2C)n1CC1CCCO1 (centres undefined) | 0 | -1 | -5
COc1cc2c(cc1NCc1ccccn1)oc1ccccc12 | 1 | -33 | 1
CCN(CC)C(=O)CCc1nc2sc3c(c2c(=O)[nH]1)CCCC3 | -2 | -8 | 10
CC1CCN(Cc2csc(N)n2)CC1 | 2 | -8 | -7
COc1ccc(NC(=O)c2sccc2C)c([N+](=O)[O-])c1 | -1 | -14 | 0
CC(C)c1noc2ncc(C(=O)c3cc(Cl)cc(Cl)c3O)cc12 | 0 | -77 | 4
COc1ccc(CNC(N)=O)cc1 | -4 | 6 | -9
COc1ccc(-c2cc(C(=O)OC3CCOC3=O)c3ccccc3n2)cc1OC (centres undefined) | -3 | -4 | 1
O=C(NCCCn1ccnc1)Nc1cccc2ccccc12 | 0 | -3 | 5
O=C(NCCc1ccccc1)c1ccc([N+](=O)[O-])cc1 | 6 | 1 | 2
Cc1cccc2cc(CN(Cc3cccs3)C3(c4nnnn4C4CCCC4)CCCC3)c(=O)[nH]c12 | 4 | 0 | 4
Cc1ccc(C)c2c(SC(C)C(=O)NCc3ccco3)nc(-c3ccccc3)nc12 (centres undefined) | -1 | 1 | 0
CC(=O)Nc1cc(C(=O)O)ccc1S(=O)(=O)c1ccc(C)cc1 | -2 | 3 | -9
CSc1cccc(NC(=O)C2CCN(S(C)(=O)=O)CC2)c1 | -2 | -20 | 11
Cc1cccc(/C=N\NC(=O)c2sccc2-n2cccc2)c1 | 1 | -8 | 1
Cc1ccc(S(=O)(=O)N2CCOCC2)c(C)c1-n1cnnn1 | -1 | 1 | -8
CC(C)c1nnc(NC(=O)C2c3ccccc3Oc3ccccc32)s1 | 3 | 11 | -1
Cc1cccc(-n2ncc3c2CCCC3NC(=O)CCCN2CCCCC2=O)c1C (centres undefined) | -1 | -7 | -5
O=C(CNC(=S)N(Cc1ccccc1F)C1CCCCC1)NC1CC1 | 0 | -5 | 5
O=C(NCC1CCCO1)c1ccccc1 (centres undefined) | 0 | 28 | 6
COc1ccc(C(=O)N2c3ccccc3C(=O)OC2c2ccc3c(c2)OCO3)cc1 (centres undefined) | -16 | 0 | -7
CC(C)Nc1nc(Cl)nc(NNC(=O)C(C)Oc2ccccc2)n1 (centres undefined) | -9 | -6 | 3
O=C(O)CCCNS(=O)(=O)c1ccccc1 | 2 | 0 | 11
O=C(O)CCCC(=O)Nc1ccc(Br)cc1C(=O)O | 1 | 1 | -50
CON1C(=O)C(=O)N(OC)C(C)(C)C1C (centres undefined) | 1 | -5 | 1
CN(C(=O)c1cc2n(n1)C(C(F)(F)F)CC(c1ccco1)N2)c1ccc(OC(F)(F)F)cc1 (centres undefined) | 0 | 6 | -8
CC(=O)Nc1ccc(S(=O)(=O)N2CCN(Cc3ccccn3)CC2)cc1 | 8 | -26 | 1
O=C(CCCCn1c(=O)c2ccccc2n(Cc2ccc(F)cc2Cl)c1=O)NCc1ccco1 | 1 | 21 | -18
Cc1ccccc1NS(=O)(=O)c1cc(C(=O)NCCC2=CCCCC2)ccc1Cl | 2 | 1 | 1
COC(=O)c1ccc(C)c(NC(=O)C2COc3ccccc3O2)c1 (centres undefined) | 3 | 0 | 12
CCOC(=O)c1c(C)[nH]c(C)c1C(=O)COC(=O)c1ccc(Cl)c(S(N)(=O)=O)c1 | 1 | -4 | 3
O=c1[nH]c2ccccc2nc1C(F)(F)C(F)F | 0 | 9 | 7
CCc1nc(NCC2CCCO2)c(C#N)c2c1COC(C)(C)C2 (centres undefined) | -3 | 8 | -36
CCN(CC)CCNC(=O)c1cn(-c2ccccc2)nc1-c1cccs1 | 3 | 6 | -24
Cc1sc2nc(-c3ccco3)oc(=O)c2c1C | -2 | 2 | -6
CC(=O)Nc1ccc(S(=O)(=O)n2nc(C)cc2C)cc1 | 2 | 10 | -3
O=C(N/N=C/c1cccc(OCc2ccccc2)c1)c1cccs1 | -7 | 2 | 10
CCN(CC)CCCNC(=O)c1nn(-c2ccccc2OC)c(=O)c2ccccc12 | 0 | 3 | -16
CCN1C(=O)/C(=C/C=C2/SCCN2C)SC1=S | 0 | -9 | 1

Random excerpt: two entries already listed
Compound | Cneo AK release | Statin myotox sup | PGC1a acetyl inh
O=c1[nH]c2ccccc2nc1C(F)(F)C(F)F | 0 | 9 | 7
COC(=O)c1ccc(C)c(NC(=O)C2COc3ccccc3O2)c1 (centres undefined) | 3 | 0 | 12

The listing continues:
Compound | Cneo AK release | Statin myotox sup | PGC1a acetyl inh
Cc1cc(N2CCOCC2)nc2ccc(NC(=O)CCC(=O)N3CCCC(C)C3)cc12 (centres undefined) | 0 | 4 | -1
COc1ccc(NC(=O)CCN2CCN(S(=O)(=O)c3ccc(C(C)C)cc3)CC2)cc1 | -4 | 8 | -3
CC(C)(C)c1ccc2c(c1)OCC(C(=O)O)O2 (centres undefined) | -2 | 6 | -10
CN(Cc1cnn(C)c1)C(=O)c1cc2ccccc2oc1=O | 0 | -11 | 9
COc1ccc(C(=O)OC(C)CN2CCOCC2)cc1OC (centres undefined) | -5 | -6 | -11
Cc1cccc(NC(=O)c2cccc(Cn3cc(Br)c([N+](=O)[O-])n3)c2)c1C | 0 | 14 | 20
Cc1cc2nnc(SC3CCCCN(C(=O)c4ccc(F)cc4)C3=O)n2c2ccccc12 (centres undefined) | 4 | 3 | 2
CCCc1nc2n[nH]c(N)c2c2c1CCCC2 | 0 | -4 | 11
CC1CCc2sc3nc(NCc4ccco4)n4ncnc4c3c2C1 (centres undefined) | -3 | 16 | -6
CC1(C)CC(=O)C2=C(C1)OC(N)=C(C#N)C2CCc1ccccc1 (centres undefined) | -1 | -11 | 3
CC(C)CN(C(=O)COC(=O)Cc1c[nH]c2ccccc12)C1CCS(=O)(=O)C1 (centres undefined) | 3 | 3 | 14
CCn1c(-c2ccccc2)c(C(=O)O)c2ccccc21 | -2 | 1 | 1
CC1(C)CC(=O)C2=C(C1)Oc1ncn(CCO)c(=N)c1C2c1ccccc1 (centres undefined) | 1 | -1 | 5
O=C(NCCN1CCN(c2ccccc2)CC1)c1ccc(NC(=O)C2CCCO2)cc1 (centres undefined) | 4 | 5 | 1
O=[N+]([O-])c1cc(C(F)(F)F)ccc1Sc1nccn1Cc1ccccc1 | -3 | 3 | -8
CCCCC(=O)NC1(C(F)(F)F)C(=O)N(Cc2ccco2)C(C)=C1C(=O)OC (centres undefined) | -1 | 11 | -6
Cc1ccccc1Cc1c(C)nc2nc(SCC(=O)NCCCN3CCCCC3)nn2c1C | -3 | 0 | -17
COc1cccc(OCc2nnc(SCC(=O)NCc3ccco3)n2CCc2ccccc2)c1 | 0 | -12 | 8
Cc1ccc(NC(=O)C2COc3ccccc3O2)cc1C (centres undefined) | -2 | -8 | 8
CCC(=O)Nc1cc(C(=O)OC(C(=O)c2ccc(C)c(C)c2)c2ccccc2)ccc1C (centres undefined) | 0 | 7 | -27
CC/C(=N\n1nnnc1Nc1ccccc1)c1ccccc1 | -3 | 0 | 2
CC1Oc2cc3oc4c(O)c(O)ccc4c(=O)c3c(O)c2C1(C)C (centres undefined) | -16 | 7 | -1
CCOC(=O)c1ccc(NC(=O)c2nn(C)cc2Br)cc1 | -5 | -1 | -23
CCOC(=O)c1ccc(N2C(=O)C(O)=C(C(C)=O)C2c2ccccn2)cc1 (centres undefined) | -6 | -12 | 3
C=CCN1C(=O)NC2(O)C(=O)c3ccccc3C12O (centres undefined) | 4 | -4 | 2
CCn1nc(C)c(NC(=O)CSc2nnc(-c3ccco3)n2C)c1C | 0 | 5 | 9
CN1CC(c2ccccc2)C2(SC(=S)N(Cc3ccco3)C2=O)C12C(=O)Nc1ccccc12 (centres undefined) | -1 | 2 | -20
COC(=O)Cn1nc(-c2ccccc2)n(-c2ccccc2)c1=S | 8 | -6 | -7
CC(C)NC(=O)c1n[nH]c(=O)c2ccccc12 | 2 | -17 | 10
O=S(=O)(NCc1ccco1)N1CCCCCC1 | 1 | 10 | -29
COCc1nnc(NS(=O)(=O)c2ccc([N+](=O)[O-])cc2)s1 | 1 | 2 | -2
O=C(NC1CCCCC1)C(c1ccc(Cl)cc1)N1CCC2(CC1)OCCO2 (centres undefined) | -1 | -1 | 9
Cc1ccc(OC(=S)Nc2ccc(F)cc2)cc1 | 2 | -23 | 18
CCC(=O)Nc1nnc(CSCc2ccccc2)s1 | 1 | 2 | -2
CCC(C)NC(=O)C1CCCCN1S(=O)(=O)c1ccc(F)cc1 (centres undefined) | -3 | 11 | 6
Cc1cc(NC(=O)CSc2nnc(-c3ccoc3C)o2)no1 | -3 | -23 | 6
COC(=O)c1ccc(CSc2n[nH]c(=S)s2)o1 | 0 | 0 | -6
COc1ccc(OCc2nn3c(-c4cccc(OC)c4)nnc3s2)cc1 | -2 | 7 | -7
O=C(O)CCN1C(=O)c2ccccc2C1=O | -2 | 5 | -3
CCCS(=O)(=O)N1CCC(C(=O)NCCCOCC)CC1 | -1 | 2 | 15
O=C(NCCC1=CCCCC1)C1CC(=O)N(C2CCCCC2)C1 (centres undefined) | 1 | -10 | -12
Cc1ccccc1OCC(=O)OC1CCN(C)CC1 | -2 | -2 | -2
Cc1ccc(C(=O)C2=C(O)C(=O)N(CCCN(C)C)C23C(=O)N(C)c2ccccc23)o1 (centres undefined) | 0 | 9 | 1
Nc1c(N2CCOCC2)cc(Cl)c2nonc12 | 8 | 3 | 5
Cc1nnc2n(-c3ccccc3)c(=O)c3c4c(sc3n12)COC(C(C)C)C4 (centres undefined) | 1 | -22 | -11
CCN(CC)Cc1csc(C(N)=O)c1 | -1 | 12 | 7
Nc1ccc2nc(-c3ccccn3)[nH]c2c1 | -10 | 7 | -6
O=c1c2cnn(-c3ccc(F)cc3)c2ncn1Cc1cccnc1 | -2 | 3 | -9
CN(C)c1ncc(C2=C(Cl)C(=O)C(N3CCCC3)=C(Cl)C2=O)s1 | 3 | -5 | 13
COc1ccc(C(=O)C2CCN(S(=O)(=O)c3ccc4c(c3)OCCO4)CC2)cc1 | 1 | -37 | -19
CC(C)NC(=O)N1CCOCCOCCN(C(=O)NC(C)C)CCOCCOCC1 | 1 | -9 | -6
COc1ccc(CNC(=O)CN(Cc2ccc(Cl)cc2)S(=O)(=O)c2ccccc2)cc1 | -1 | 29 | -23
CCCCCCC1CCC(C(=O)NC(CCSC)C(=O)NC(C(=O)OC)C(C)C)CC1 (centres undefined) | -1 | -8 | -1
O=C(O)c1cc(O)ccc1-c1ccc(O)cc1 | 0 | 0 | -8
COc1ccccc1NCc1nnc(SCC(=O)N/N=C/c2ccco2)n1-c1ccc(Cl)cc1Cl | 2 | 9 | 9
CC(C)(C)C(=O)Nc1cccc(C(=O)c2cccc(NC(=O)C(C)(C)C)c2)c1 | 0 | -33 | 4
Nc1nc2n(n1)C(c1cccs1)CC(c1ccccc1)N2 (centres undefined) | 1 | 9 | 2
C=CCn1c(SCc2nc3ccccc3[nH]2)nnc1-c1ccc(OC)cc1 | 9 | 31 | 3
O=C(CN(Cc1ccc2c(c1)OCO2)C(=O)CSc1nc2ccccc2o1)NC1CCCCC1 | -2 | 29 | 2
COc1ccccc1CN(C(=O)c1ccco1)C(C(=O)NC1CCCC1)c1ccncc1 (centres undefined) | -1 | -11 | -1

Compound profiles, from the list above. Screens in order: Cneo AK release	Statin myotox sup	PGC1a acetyl inh
O=c1c2cnn(-c3ccc(F)cc3)c2ncn1Cc1cccnc1 is entered as -2	3	-9
CN(C)c1ncc(C2=C(Cl)C(=O)C(N3CCCC3)=C(Cl)C2=O)s1 is entered as 3	-5	13
O=C(O)c1cc(O)ccc1-c1ccc(O)cc1 is entered as 0	0	-8
COc1ccc(CNC(=O)CN(Cc2ccc(Cl)cc2)S(=O)(=O)c2ccccc2)cc1 is entered as -1	29	-23
O=C(CN(Cc1ccc2c(c1)OCO2)C(=O)CSc1nc2ccccc2o1)NC1CCCCC1 is entered as -2	29	2

New compounds follow
Compound | Cneo AK release | Statin myotox sup | PGC1a acetyl inh
COC(=O)C(NC=O)C(O)(Cc1ccccc1)C(F)(F)F (centres undefined) | 1 | 13 | -3
Cc1ccc(OCc2ccc(C(=O)Nc3nccs3)o2)cc1C | 0 | -4 | -32
Cc1ccc2cc(C#N)c(SCC(=O)NCC3CCCO3)nc2c1 (centres undefined) | 0 | 11 | 6
O=C(NCCCN1CCCC1)C1CCN(C(=O)c2cc3sccc3n2Cc2ccc(F)cc2)CC1 | 0 | -23 | 7
COc1ccc(CCN(Cc2cc3cccc(C)c3[nH]c2=O)C(=O)N2CCCC2)cc1OC | 1 | 2 | 12
O=C(Cc1ccc(Cl)cc1Cl)OCC(=O)c1ccc[nH]1 | -2 | 6 | 4
CN(C(N)=S)c1ccccc1 | -3 | 0 | 0
CN=C1SC(CC(=O)Nc2ccc(C(=O)O)cc2)C(=O)N1C (centres undefined) | 2 | 2 | 14
CCOC(=O)c1ccc(COC(=O)c2ccc3c(c2)-c2ccccc2C3=O)cc1 | -3 | -6 | -2
Cc1ccsc1CNn1cnnc1SCc1ccc(Cl)cc1 | 6 | -10 | -7
Clc1ccccc1/C=N/c1cc(-c2ccccc2)nn1-c1ccccc1 | -1 | -28 | 7
Fc1ccc(C(c2nnnn2C2CCCC2)N2CCN(Cc3ccccc3)CC2)cc1 (centres undefined) | -1 | 137* | -14
CCOc1cc(/C=N/NC(=O)Cn2nc([N+](=O)[O-])cc2C)cc(Br)c1OCc1ccccc1F | 4 | 1 | 8
CCCCN(C)C(=O)c1cc2cc3ccc(OC)cc3nc2s1 | -1 | -138 | 3

Not all compounds are listed, so the mix of outcomes need not match the whole.
